# Screens as filed in PubChem BioAssay.
# PAFAH2 inh: PAFAH2 enzyme inhibitors, primary screen, biochemical, fluorescence polarization, human; inhibition, % at 3.39 µM; hit rate 0.99% among 340,000; recombinant PAFAH2, FP-rhodamine activity probe;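 active = inhibition above the mean over all tested compounds plus 3 SD, cut at about 30% in these data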;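 note: inhibitors block probe labeling of enzyme so polarization drops; 0% = enzyme with DMSO and 100% = wells lacking PAFAH2 protein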
# PREPL inhibitor: PREPL enzyme inhibitors, primary screen, biochemical, fluorescence polarization. hit rate 0.68% among 320,000. AID 2751, 2010. recombinant PREPL, fluorescence polarization activity-based probe. inhibition, % at 5.96 µM. Prolyl endopeptidase-like (Homo sapiens), Q4J6C6; in the data active = inhibition above about 43%;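 note: 0% = enzyme with DMSO and 100% = wells lacking enzyme; many of its hits are not listed in these tables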
# ZTA DNA inh: ZTA (EBV) inhibition in EBNA-1 counter-screen; P03206; ZTA-DNA binding, fluorescence polarization; inhibition, % at 11 µM; hit rate 0.15% among 320,000; in the data active = inhibition above about 33%
# EBNA-1 inh: EBNA-1 DNA-binding inhibitors, primary screen, biochemical, fluorescence polarization | inhibition, % at 14.8 µM | hit rate 0.34% among 300,000; in the data active = inhibition above about 28%
# PAFAH1B2 inh: PAFAH1B2 enzyme inhibitors, primary screen, biochemical, fluorescence polarization, human | Platelet-activating factor acetylhydrolase IB subunit alpha2 (Homo sapiens), P68402 | recombinant PAFAH1B2, FP-rhodamine activity probe | inhibition, % at 3.39 µM | hit rate 1.2% among 340,000;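 active = inhibition above the mean of all tested compounds plus 3 SD, cut at about 24% in these data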;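 note: 0% = enzyme with DMSO and 100% = wells lacking PAFAH1B2; many of its hits are not listed in these tables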
# Target sequence (P68402 whole entry, looked up): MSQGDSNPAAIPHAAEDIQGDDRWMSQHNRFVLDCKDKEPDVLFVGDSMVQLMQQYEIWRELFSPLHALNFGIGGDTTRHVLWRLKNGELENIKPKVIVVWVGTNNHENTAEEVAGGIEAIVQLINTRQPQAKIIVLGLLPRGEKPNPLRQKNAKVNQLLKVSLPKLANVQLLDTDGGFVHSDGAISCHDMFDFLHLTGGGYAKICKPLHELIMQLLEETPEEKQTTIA
# pPAFAH FP inh: pPAFAH enzyme inhibitors, primary screen, biochemical, fluorescence polarization, human. Platelet-activating factor acetylhydrolase (Homo sapiens), Q13093. inhibition, % at 3.39 µM. AID 463082, 2010. recombinant pPAFAH, FP-rhodamine probe fluorescence polarization. hit rate 1.5% among 330,000;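 active = inhibition above the mean inhibition across the screen plus 3 SD, cut at about 25% in these data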;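 note: inhibitors block binding of the rhodamine activity-based probe so polarization drops; 0% = enzyme with DMSO and 100% = wells lacking pPAFAH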
# Target sequence (Q13093 whole entry, looked up): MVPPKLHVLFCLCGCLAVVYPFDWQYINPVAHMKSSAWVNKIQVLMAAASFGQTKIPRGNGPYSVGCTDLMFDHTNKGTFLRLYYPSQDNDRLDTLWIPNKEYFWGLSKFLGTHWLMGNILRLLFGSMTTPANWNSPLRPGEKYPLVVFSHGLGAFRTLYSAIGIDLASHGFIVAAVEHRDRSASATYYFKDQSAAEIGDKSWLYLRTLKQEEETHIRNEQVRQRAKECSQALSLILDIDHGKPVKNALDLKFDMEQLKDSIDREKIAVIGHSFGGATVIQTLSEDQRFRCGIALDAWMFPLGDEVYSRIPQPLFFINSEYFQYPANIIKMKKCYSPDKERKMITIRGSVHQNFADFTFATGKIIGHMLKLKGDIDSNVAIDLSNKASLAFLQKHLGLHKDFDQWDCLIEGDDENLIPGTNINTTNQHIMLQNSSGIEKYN
# PAFAH1B3 FP inh: PAFAH1B3 enzyme inhibitors, primary screen, biochemical, fluorescence polarization, human | hit rate 0.28% among 340,000 | inhibition, % at 3.39 µM | AID 492972, 2010 | Platelet-activating factor acetylhydrolase IB subunit alpha1 (Homo sapiens), Q15102 | recombinant PAFAH1B3, FP-rhodamine probe;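 active = inhibition above the screen-wide average of all tested compounds plus 3 SD, cut at about 25% in these data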;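 note: 0% = enzyme with DMSO only and 100% = wells lacking PAFAH1B3 protein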
# LYPLA1 inh: LYPLA1 inhibitors, primary screen, counter-screen for PME1 inhibitor project, biochemical, fluorescence polarization, FP-Rh probe ABPP; recombinant LYPLA1; AID 2174, 2009; Acyl-protein thioesterase 1 (Homo sapiens), O75608; inhibition, % at 5.9 µM; hit rate 0.16% among 320,000;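 active = inhibition above the mean of all tested compounds plus 3 SD, set per campaign, cut at about 14% in these data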;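 note: inhibitors block serine hydrolase probe labeling of LYPLA1 so polarization falls; 0% = enzyme with DMSO and 100% = wells lacking LYPLA1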
# LYPLA2 inh: LYPLA2 inhibitors, primary screen, counter-screen for PME1 inhibitor project, biochemical, fluorescence polarization, FP-Rh probe ABPP; Acyl-protein thioesterase 2 (Homo sapiens), O95372; recombinant LYPLA2; inhibition, % at 5.9 µM; hit rate 0.38% among 320,000;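 active = inhibition above the screen-wide mean plus 3 SD, limit set per campaign, cut at about 26% in these data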;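 note: 0% = LYPLA2 with DMSO and 100% = wells lacking LYPLA2 enzyme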
# Target sequence (O95372 whole entry, looked up): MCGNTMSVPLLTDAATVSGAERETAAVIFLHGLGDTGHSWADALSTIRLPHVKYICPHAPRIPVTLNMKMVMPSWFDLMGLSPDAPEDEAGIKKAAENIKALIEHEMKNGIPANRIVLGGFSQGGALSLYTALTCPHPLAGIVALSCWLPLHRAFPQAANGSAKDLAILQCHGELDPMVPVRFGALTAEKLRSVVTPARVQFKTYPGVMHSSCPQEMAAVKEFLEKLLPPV
# Starred values were filed as active, the others as inactive; · = not tested or not shown.
SMILES	PAFAH1B3 FP inh	LYPLA2 inh	PAFAH2 inh	EBNA-1 inh	LYPLA1 inh	pPAFAH FP inh	PREPL inhibitor	PAFAH1B2 inh	ZTA DNA inh
O=C(CCNC(=O)c1ccco1)Nc1ccc(N2CCOCC2)cc1	9	-5	-4	2	-2	3	-6	1	0
O=C(O)c1ccc(NS(=O)(=O)c2cccc(C(=O)Nc3ccc(Br)cc3)c2)cc1	5	-5	-1	3	-3	0	-8	5	14
COC(=O)[C@@H]1C[C@@]2(O)[C@H](O)[C@H](O)[C@H](O)C[C@H]2N1CC1CC1	2	0	3	-1	-2	4	-8	4	12
Cc1nn2c(C(F)(F)F)cc(-c3ccc(Cl)cc3)nc2c1C(=O)N1CCOCC1	4	0	-4	1	0	-5	8	4	-2
CN(c1ccccc1)S(=O)(=O)c1ccc(-c2ccccc2)cc1	1	5	-2	7	2	7	-101	-3	7
CN(Cc1c(F)cccc1Cl)c1ccc(S(=O)(=O)N2CCOCC2)cn1	-1	3	-4	-6	-3	5	-3	4	-4
Cc1ccc(-n2c([S-])c(C(=O)Nc3ccc(OC(F)F)cc3)[n+]3ccc(C(=O)NCCO)cc23)cc1C	8	9	-9	1	-4	0	39	6	-2
c1ccc(CCc2nc(-c3ccncc3)no2)cc1	4	-8	8	-2	-6	-2	-1	9	-7
Cc1nn(C(C)C(=O)NCC2CCCO2)c(=O)c2c1sc1ccccc12 (centres undefined)	15	9	12	4	3	1	11	1	-14
COC(=O)C1CCN(S(=O)(=O)CCNC(=O)c2ccc3c(c2)OCO3)CC1	0	3	4	-1	-2	0	-13	2	8
CC(=O)Nc1nc(Cn2nnc(-c3ccc4c(c3)OCO4)n2)nc(N(C)C)n1	-2	-2	3	6	0	-6	5	-1	14
Cc1ccc2[nH]c(=O)c(CN(CCCN(C)C)C(=O)Nc3ccc(F)cc3)cc2c1	3	1	-4	2	-2	6	-27	1	9
CN(C(=O)CSc1ncnc2ccccc12)C1CCS(=O)(=O)C1 (centres undefined)	3	3	-6	·	-1	0	-2	2	-5
COCCN(Cc1cccs1)S(=O)(=O)c1ccc(-c2ccc(=O)[nH]n2)s1	8	-5	-1	-10	-2	0	-1	-2	-18
Cc1occc1C(=O)Nc1ccccc1C(=O)O	-4	2	4	-2	2	-1	3	-2	5
O=C1c2ccccc2S(=O)(=O)N1Cc1c(F)cccc1Cl	0	7	-5	1	-1	5	1	10	14
CCOc1cc(N2CCOCC2)c(OCC)cc1NS(=O)(=O)c1ccc(Cl)s1	-1	1	9	-4	1	-2	4	14	-1
CCCCC(=O)Nc1ccc(NC(=S)NC(=O)c2ccco2)cc1OC	·	-3	·	-17	0	0	5	·	-5
Cc1ccc2c(c1)N(C(=O)CCC(=O)NCc1ccccc1)CC(C)O2 (centres undefined)	2	4	-4	-5	1	5	-6	-2	-2
COc1ccc(CCn2c(-c3cccc([N+](=O)[O-])c3)nc3nc4ccccc4nc32)cc1OC	7	8	2	-11	7	-3	13	3	-21
COc1ccc(CC(=O)Nc2ccc(OC(C)=O)cc2C(=O)O)cc1	4	4	8	-4	2	7	7	6	-6
Cn1c(CNC(=O)c2ccco2)nnc1SCC(=O)Nc1c(F)cc(F)cc1Br	9	5	6	1	2	5	5	1	8
COc1ccccc1C1CCN(c2cc(O)ccc2[N+](=O)[O-])CC1	6	2	2	1	-5	4	-1	1	12
CCCCOC(=O)c1ccc(NC(=O)c2cnc3n(c2=O)CCS3)cc1	3	8	9	2	5	1	-6	1	-5
O=c1[nH]c(=O)n(Cc2ccccc2)c2nc(-c3cccs3)n(CCO)c12	·	5	·	1	5	17	-8	·	-7
COc1ccc(C(=O)CN2C(=O)NC3(CCCc4ccccc43)C2=O)cc1 (centres undefined)	4	4	0	-1	3	0	21	2	-14
COc1ccccc1Nc1nc(-c2sc(NC(=O)C(C)(C)C)nc2C)cs1	4	-10	-4	3	-12	12	10	4	20
Cc1nn(-c2nc3ccccc3[nH]2)c(N)c1-c1ccc(Cl)cc1	-1	-17	-2	-5	-13	-40	9	2	-5
COC(=O)CSc1nnc([C@H](Cc2ccccc2)NC(=O)OC(C)(C)C)o1	12	0	-1	5	1	1	2	0	90*
COc1cc(C(=O)NCCC(=O)NC(C)CCc2ccccc2)cc(OC)c1OC (centres undefined)	4	1	3	-2	0	7	1	2	-7
CC(C)(C)n1ncc2c(=O)n(Cc3ccc(Cl)cc3Cl)cnc21	2	-7	1	10	-3	3	11	-2	-6
Cc1ccc(NC(=O)c2ccnc(C(C)(C)C)c2)cc1	4	-5	-12	3	-5	-4	9	13	3
CCc1nc(N)c(C#N)c(-c2ccc(OC)c(OC)c2)c1C	7	8	7	10	3	3	2	3	18
CC(C)C(=O)Nc1cccc(C(=O)Nc2ccc(S(=O)(=O)N3CCOCC3)cc2)c1	7	-7	-3	4	-9	-5	3	2	13
Cc1ccc(S(=O)(=O)NCCn2cnc([N+](=O)[O-])n2)cc1	4	-8	9	-15	-5	-3	4	-1	-13
Cc1ccc(CNC(=O)C2CCC(CNS(=O)(=O)c3cccc4cccnc34)CC2)cc1 (centres undefined)	8	23	-1	4	-1	5	6	8	-13
COc1ccc(C=O)cc1Cn1c(=O)n(CCC(=O)NCc2ccco2)c(=O)c2sccc21	-6	6	1	-2	0	3	-7	-1	-5
COCCCNS(=O)(=O)c1ccc(S(=O)(=O)N2CCCC2)cc1	-1	3	-9	11	3	1	2	5	-8
CN1C(=O)CSC1=Nc1cccc(Cl)c1	6	11	2	-9	4	6	9	-1	-21
COc1ccc(C(=O)NCc2nnc(SCC(=O)Nc3nc4ccc(C)cc4s3)o2)cc1OC	0	-5	5	-6	0	7	-9	-3	-5
CC(=O)Nc1ccccc1OCc1cnc(Cl)s1	8	6	5	-6	0	1	1	1	0
CC1CCCCN1S(=O)(=O)c1ccc(S(=O)(=O)N(CC(=O)Nc2ccccc2)Cc2cccs2)cc1 (centres undefined)	0	-16	-7	7	-5	-2	6	-2	-30
O=C(COC(=O)/C=C/c1cn(-c2ccccc2)nc1-c1cccnc1)Nc1ccc(Cl)cc1Cl	0	-2	3	23	-4	5	-5	-1	13
Cc1occc1C(=O)Nc1ccc(Br)cc1F	3	-2	-5	4	-3	0	-5	2	2
CCNc1nc(NC(N)=S)nc(NC(C)(C)C)n1	9	-4	2	-3	-1	-2	3	7	-7
CCN(CC(=O)NCc1cccs1)C(=O)c1ccc(S(=O)(=O)N(CC)c2ccccc2)cc1	1	5	9	·	3	1	0	12	-1
Cc1cccc(C(=O)NNC(=O)c2ccc(Br)cc2)c1	4	-2	5	-3	-1	-3	15	2	-3
CCOc1cc(C(=O)NCc2ccco2)cc(OCC)c1OCC	2	-4	-4	6	-3	-2	11	3	-2
O=C(CSc1nnc(-c2ccc([N+](=O)[O-])cc2)o1)Nc1ccccn1	6	0	-7	-2	-1	-3	8	4	7
COc1ccccc1N1CCN(C(=O)CCc2nnc3ccc(N4CCCC4)nn23)CC1	10	11	8	0	3	1	14	0	-12
CC(=O)Nc1ccc(S(=O)(=O)N(C)c2ccc(O)cc2)cc1	-6	7	-1	2	5	2	-2	8	0
CN1CCN(C(=O)C2=C[C@@H](C3CC3)C[C@@H](OCc3ccc(CO)cc3)O2)CC1	5	-5	4	6	-2	-3	1	9	-15
CC(=O)NC12CC3CC(C1)CC(C(=O)OCC(=O)Nc1ncc(Cl)cc1Cl)(C3)C2	0	-1	2	-7	-5	11	0	6	4
Cc1nc(SCCOc2ccccc2)[nH]c(=O)c1Cc1ccccc1	-6	0	6	-11	-1	2	3	-1	-4
CCOc1ccc(C(=O)NCC(=O)N2CCCC2)cc1	3	3	-1	-11	1	0	-3	-3	4
COc1ccc(C)cc1NC(=O)C1CCCCN1S(=O)(=O)c1ccccc1 (centres undefined)	4	·	-3	·	·	2	7	8	·
CC(C)c1ccc(C(=O)NCc2ccc(Cl)cc2)cc1	-3	4	-3	8	1	6	0	2	-6
CCCCNC(=O)CSc1nc2ccc(C)cc2[nH]1	1	0	-2	-16	0	3	-6	9	-18
COC(=O)c1ccc(Cn2cc(C(F)(F)F)cc([N+](=O)[O-])c2=O)cc1	5	4	0	-8	1	0	10	1	10
C=CCNC(=O)C12CCC(C)(C(=O)C1Br)C2(C)C (centres undefined)	4	5	4	5	-3	4	3	10	-18

# New compounds follow:
SMILES	PAFAH1B3 FP inh	LYPLA2 inh	PAFAH2 inh	EBNA-1 inh	LYPLA1 inh	pPAFAH FP inh	PREPL inhibitor	PAFAH1B2 inh	ZTA DNA inh
COc1ccc(C(=O)NCCc2ccccc2)cc1[N+](=O)[O-]	7	-3	3	-1	-4	-1	8	2	7
CC(C)CNC1CS(=O)(=O)CC1O (centres undefined)	-2	4	-3	-2	4	11	0	-1	-6
COc1ccc(C(CNC(=O)COc2ccccc2C#N)N2CCOCC2)cc1 (centres undefined)	6	0	-3	-6	1	3	-7	0	-18
c1cncc(-c2csc(NCc3ccco3)n2)c1	-3	-5	10	1	-2	3	6	7	-12
CCN(CC)S(=O)(=O)c1cc(NC(=O)Cc2ccsc2)ccc1C	6	-5	-11	0	-2	4	-2	-3	7
O=S(=O)(c1cccc(-c2nc3ccccc3s2)c1)N1CCCC1	0	-7	7	11	-6	5	5	3	1
CC(NC(=O)CCCc1nnc2n(C)c(=O)c3sccc3n12)c1ccccc1 (centres undefined)	1	2	10	-2	1	0	9	5	8
COc1ccccc1C(=O)N1CCN(Cc2cccnc2)CC1	3	-2	-8	-4	1	3	14	5	3
CCCCOC(=O)n1ccc(C(=O)Nc2ccccc2OC)n1	3	10	12	15	2	7	18	1	-7
COc1cccc(C2(C)NC(=O)N(CC(=O)c3cc(C)n(C4CC4)c3C)C2=O)c1 (centres undefined)	2	6	3	·	2	-2	2	-3	4
COc1ccccc1CNC(=O)Cc1cc(=O)[nH]c(=O)[nH]1	-2	1	-5	-2	0	1	7	0	-3
COc1ccc(CNC(=O)N2CCN(S(=O)(=O)c3ccc(C)cc3C)CC2)cc1	3	6	-3	11	1	7	1	8	12
CCOP(=O)(O)c1ccccc1OCCOCCOc1ccccc1P(=O)(O)OCC	5	8	0	-2	1	8	3	1	-10
O=C(NCc1ccccc1)C1CC(=O)N(C2CCCCC2)C1 (centres undefined)	4	5	3	5	0	2	8	2	9
O=C(c1cccc2ccccc12)C1CCCN(C(=O)c2ccc(N3CCOCC3)cc2)C1 (centres undefined)	2	9	5	-5	0	0	17	4	-25
Cc1ccc(NS(=O)(=O)c2cccs2)c(C)c1	4	5	-12	3	0	28*	-9	4	-11
S=C(NCC1CCCO1)c1ccc(Br)cc1 (centres undefined)	7	-1	6	-2	3	6	-3	5	16

# An excerpt, so the mix of outcomes need not match the whole.
